Bioassay records: PubChem, several laboratories
Yp Topo-I inh = Y. pestis Topo-I inhibition via cleavage products | Y. pestis Topo-I cleavage product accumulation, plate reader | 0.064% of 360,000 active | activity, % at 10 µM; in the data active means activity above about 50%, passing the limit was not always enough; further: inactives centre near 2
VHR inh abs = inhibitors of human VHR1 phosphatase (DUSP3). recombinant VHR phosphatase, pNPP absorbance. AID 1654. inhibition, % at 13.3 µM. P51452. 0.52% of 290,000 active; in the data active means inhibition above about 50%; further: some compounds called inactive have numbers as strong as hits
Target sequence (P51452 whole entry, looked up): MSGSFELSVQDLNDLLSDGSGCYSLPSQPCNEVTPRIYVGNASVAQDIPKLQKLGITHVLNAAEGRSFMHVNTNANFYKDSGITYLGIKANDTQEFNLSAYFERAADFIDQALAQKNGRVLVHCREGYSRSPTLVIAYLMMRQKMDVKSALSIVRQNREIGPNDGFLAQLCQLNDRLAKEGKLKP
BH1578 lux ind = induces V. cholerae light production without autoinducers; V. cholerae BH1578 lux reporter, luminescence, 6 h; activation, % at 18.7 µM; 0.16% of 350,000 active; in the data active means activation mostly above about 9.7%, no sharp cut-off; further: not every result past the cut was called active; inactives centre near 0; reference of the scale not given here
SARS 3CLpro inh = SARS-CoV 3CLpro protease inhibition. P0C6X7. recombinant SARS-CoV 3CLpro, quenched FRET peptide cleavage. inhibition, % at 6 µM. 0.14% of 290,000 active. AID 1706; in the data active means inhibition above about 12%
PfHsp40 rescue = restores yeast growth despite PfHsp40 toxicity; S. cerevisiae expressing PfHsp40, growth rescue, ATP luminescence; growth rescue, % at 12.5 µM; 0.68% of 340,000 active; in the data active means growth rescue above about 28%, passing the limit was not always enough;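 further: yeast W303a lacking pdr1 and pdr3 grown in galactose medium; growth measured after three days at 30 °C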
Anthrax LF inh2 = anthrax lethal factor protease inhibition | inhibition, % at 10 µM | AID 588501 | multiplex microsphere protease cleavage assay, LF | 0.12% of 360,000 active | P15917; in the data active means inhibition above about 30%; further: plate controls were buffer without enzyme for full effect and enzyme alone for no effect
Rv3671c inh = inhibits the M. tuberculosis serine protease Rv3671c. AID 2606. 0.048% of 320,000 active. inhibition, % at 5.96 µM; in the data active means inhibition above about 38%;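 further: extracellular domain of Rv3671c used as enzyme; 0% = enzyme with DMSO and 100% = no enzyme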
Target sequence (P9WHR9 whole entry, looked up, the tested form may be a part): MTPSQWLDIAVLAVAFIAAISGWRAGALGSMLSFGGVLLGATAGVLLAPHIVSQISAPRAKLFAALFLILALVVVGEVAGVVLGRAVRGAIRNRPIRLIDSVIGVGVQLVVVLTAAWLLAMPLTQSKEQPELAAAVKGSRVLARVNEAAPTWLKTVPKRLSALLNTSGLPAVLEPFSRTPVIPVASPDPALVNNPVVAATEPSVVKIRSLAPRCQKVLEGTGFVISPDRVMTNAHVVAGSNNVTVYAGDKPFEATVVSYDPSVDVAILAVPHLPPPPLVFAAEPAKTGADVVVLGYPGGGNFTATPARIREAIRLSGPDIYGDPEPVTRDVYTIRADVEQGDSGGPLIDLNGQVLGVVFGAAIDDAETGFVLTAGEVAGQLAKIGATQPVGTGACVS
TcdB inh = blocks C. difficile toxin B glycohydrolase activity | P18177 | AID 652162 | 0.24% of 350,000 active | TcdB glycohydrolase enzymatic assay, plate reader | inhibition, % at 9.99 µM; in the data active means inhibition above about 10%
PriA SSB inh = inhibitors of Klebsiella pneumoniae PriA binding to SSB C-terminal tail | AlphaScreen SSBct-PriA binding, biotinylated peptide | inhibition, % at 33 µM | 0.6% of 430,000 active | AID 1272365; in the data active means inhibition mostly above about 37%, no sharp cut-off; inactive means mostly below about 20%;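 further: plate controls were negative control peptide for no effect and reference peptide for full effect; strong numbers were not always called active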
MazEF act = activators of E. coli MazEF toxin-antitoxin RNase | P0AE70 | FAM/BHQ RNA-DNA oligo cleavage fluorescence, 5 h | activation, % at 20 µM | 0.32% of 350,000 active; in the data active means activation above about 50%
Target sequence (P0AE70 whole entry, looked up): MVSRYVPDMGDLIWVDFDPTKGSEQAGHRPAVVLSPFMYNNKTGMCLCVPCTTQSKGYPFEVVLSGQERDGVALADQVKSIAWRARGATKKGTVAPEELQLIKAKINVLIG
Numbers without * were called inactive; i = inactive; . = not tested or not shown. Only part of the results is shown; rates above refer to the full screens.

Start of the data: the first five compounds (preview)
item	mol	Yp Topo-I inh	VHR inh abs	BH1578 lux ind	SARS 3CLpro inh	PfHsp40 rescue
1	Cc1cc(Sc2nc(NC(C)(C)C)nc(N3CCOCC3)n2)nc(Cl)n1	-3	21	-3.3	4	-1.7
2	Cc1ccc(CCNC(=O)CS(=O)Cc2nc(-c3ccccc3Cl)oc2C)cc1 (centres undefined)	24	-6	i	1	-1.1
3	COc1ccccc1CCc1nnc(CCC(=O)NC(C)Cc2cccnc2)o1 (centres undefined)	-4	43	0.7	5	-0.9
4	CCOC(=O)c1cc(OC)c2cccc(CN3CCCC(C)(C(=O)NCCOC)C3)c2c1 (centres undefined)	27	.	i	.	.
5	O=C(CCc1ccccc1)NN1C(=O)C2C3C=CC(O3)C2C1=O (centres undefined)	4	20	-1.1	3	-1.5

item	Anthrax LF inh2	Rv3671c inh	TcdB inh	PriA SSB inh	MazEF act
1	-1	-4	.	-19	2
2	0	-1	-2.2	-4	-11
3	0	4	0.6	-7	-7
4	-3	.	-2.9	.	.
5	-6	-4	1.3	-7	0

The whole of this part, previewed entries included:
item	mol	Yp Topo-I inh	VHR inh abs	BH1578 lux ind	SARS 3CLpro inh	PfHsp40 rescue
1	Cc1cc(Sc2nc(NC(C)(C)C)nc(N3CCOCC3)n2)nc(Cl)n1	-3	21	-3.3	4	-1.7
2	Cc1ccc(CCNC(=O)CS(=O)Cc2nc(-c3ccccc3Cl)oc2C)cc1 (centres undefined)	24	-6	i	1	-1.1
3	COc1ccccc1CCc1nnc(CCC(=O)NC(C)Cc2cccnc2)o1 (centres undefined)	-4	43	0.7	5	-0.9
4	CCOC(=O)c1cc(OC)c2cccc(CN3CCCC(C)(C(=O)NCCOC)C3)c2c1 (centres undefined)	27	.	i	.	.
5	O=C(CCc1ccccc1)NN1C(=O)C2C3C=CC(O3)C2C1=O (centres undefined)	4	20	-1.1	3	-1.5
6	O=C(CSc1nc(C2CCCCC2)n(-c2ccccc2)n1)NCCN1C(=O)CSC1=O	12	24	i	-4	10
7	CCOC(=O)C1CCCN(c2ncnc3c2cnn3-c2cccc(C)c2)C1 (centres undefined)	24	-22	-2.9	3	-0.3
8	CCOC(=O)c1ccc(-c2c(C)cc3oc(=O)cc(-c4ccccc4)c3c2C)cc1	17	.	i	.	0.9
9	CC(C)(C)C(=O)CN1C(=O)NC2(CCOc3ccccc32)C1=O (centres undefined)	2	1	-3.1	1	19
10	COc1cccc(C(=O)NNC(=O)/C=C/c2ccccc2)c1	-1	15	-0.2	0	-0.8
11	CCOc1ccc(/C=N/OCC(=O)NCc2cccs2)cc1	5	19	-0.7	4	-1.1
12	CC(C)CNC(=S)NC(=O)c1ccc(Cl)cc1Cl	15	9	-0.2	-1	8.4

item	Anthrax LF inh2	Rv3671c inh	TcdB inh	PriA SSB inh	MazEF act
1	-1	-4	.	-19	2
2	0	-1	-2.2	-4	-11
3	0	4	0.6	-7	-7
4	-3	.	-2.9	.	.
5	-6	-4	1.3	-7	0
6	-2	-6	.	4	2
7	-3	1	.	-34	-1
8	-1	.	1.2	-6	-7
9	7	.	1.1	7	-2
10	-2	.	-0.4	6	-1
11	-2	-7	.	.	-2
12	-2	0	0.7	-14	-2

The last 3 entries of the section above open the next one.
item	mol	Yp Topo-I inh	VHR inh abs	BH1578 lux ind	SARS 3CLpro inh	PfHsp40 rescue
10	COc1cccc(C(=O)NNC(=O)/C=C/c2ccccc2)c1	-1	15	-0.2	0	-0.8
11	CCOc1ccc(/C=N/OCC(=O)NCc2cccs2)cc1	5	19	-0.7	4	-1.1
12	CC(C)CNC(=S)NC(=O)c1ccc(Cl)cc1Cl	15	9	-0.2	-1	8.4
13	CCCS(=O)(=O)NC(=O)C1(C)CCN(C(=O)c2c(C)noc2C)C1 (centres undefined)	1	.	-0.4	.	.
14	O=C(O)c1oc2ccccc2c1CN1CCN(c2ccccc2)CC1	-9	27	.	1	-2.1
15	O=C(NCC1CCCO1)NC1CCCCC1 (centres undefined)	-7	4	-0.1	4	-0.5
16	CCOC(=O)c1cnc2ccc(C(=O)OC)cc2c1Nc1ccc2c(c1)OCCO2	-7	9	4.3	-5	0.8
17	CC(=NNc1ccccc1)C(C)=NNc1ccccc1	-11	.	-7.1	.	0.0
18	Cc1ccnc(NS(=O)(=O)c2ccc(NC(=O)c3ccc(S(=O)(=O)N4CCCC4)cc3)cc2)n1	-5	37	-0.6	3	0.6
19	CC1(C(=O)O)CCN1C(=O)c1cccnc1Oc1ccccc1 (centres undefined)	-1	.	i	.	.
20	COc1cc(F)ccc1-c1csc(C(C)(NC(C)=O)c2ccccc2)n1 (centres undefined)	23	.	-0.6	.	.
21	COc1ccc(CCn2nnnc2C(c2ccc(C)cc2)N2CCN(C)CC2)cc1OC (centres undefined)	2	12	-5.9	0	0.9
22	Cc1ccc(C(=O)NC(=S)Nc2ccc(-c3cc4ccccc4oc3=O)cc2)c(C)c1	1	14	-2.2	-1	0.5
23	CC(C)n1nnnc1SCC(=O)NNC(=O)C1CCCCC1	6	33	i	-2	-0.3
24	COc1ccc(-n2c(Cn3c(=O)sc4ccccc43)nnc2SCC(N)=O)cc1	-11	-4	-0.1	-1	-0.5

item	Anthrax LF inh2	Rv3671c inh	TcdB inh	PriA SSB inh	MazEF act
10	-2	.	-0.4	6	-1
11	-2	-7	.	.	-2
12	-2	0	0.7	-14	-2
13	0	.	0.4	.	.
14	-4	8	.	-24	7
15	-20	2	.	-8	0
16	1	0	.	-2	5
17	0	.	1.7	13	-1
18	-1	-7	1.0	-8	6
19	6	.	0.5	.	.
20	1	.	0.3	.	.
21	0	-2	.	-7	2
22	0	2	.	-17	-2
23	-2	1	0.7	9	8
24	-11	-3	0.8	-2	5

Later entries.
item	mol	Yp Topo-I inh	VHR inh abs	BH1578 lux ind	SARS 3CLpro inh	PfHsp40 rescue
25	CCCCCCNC(=O)c1cccc(-c2ccc(C)c3ccccc23)n1	6	15	2.1	0	-1.4
26	CCCCNC(=O)C1CC(=O)N(CCc2ccc(C)cc2)C1 (centres undefined)	2	38	-6.7	-5	1.5
27	COc1cc(CNC2CCCCCC2)cc(OC)c1	-6	12	i	-1	-1.2
28	O=C(COC(=O)c1cccc(N2C(=O)C3CC=CCC3C2=O)c1)c1ccccc1 (centres undefined)	25	21	0.3	1	0.4
29	CC(Oc1ccc(F)cc1)C(=O)/C=C\N(C)C (centres undefined)	3	18	-0.7	2	0.3
30	Cc1cccc(NC(=O)c2cccc(OC(=S)N3CCOCC3)c2)c1C	16	-2	i	2	0.1
31	COC(=O)[C@@]12CCCCN1[C@H](c1ccc(-c3ccc(C(C)=O)cc3)cc1)[C@@H]1C(=O)N(C)C(=O)[C@@H]12	19	.	i	.	5.6
32	COc1ccc(OC)c(Nc2cc3ccccc3c(=O)[nH]2)c1	-1	.	-3.7	.	-1.4
33	COc1ccc(N2CCN(CCNC(=O)Nc3ccc([N+](=O)[O-])cc3OC)CC2)cc1	-11	2	i	-5	-0.7
34	COc1ccc(CNc2nnnn2C)cc1	-3	1	26*	5	-1.1
35	Cc1c(C#N)c(N)nc2c3c(sc12)NC(=O)CC3c1ccc(Cl)cc1 (centres undefined)	-6	-6	i	3	0.2
36	O=C(Nc1ccc(Br)cc1)c1nn(C23CC4CC(CC(C4)C2)C3)cc1Br	4	26	-0.4	0	0.9

item	Anthrax LF inh2	Rv3671c inh	TcdB inh	PriA SSB inh	MazEF act
25	-2	6	0.3	-22	-4
26	10	-2	-0.3	1	6
27	-3	3	.	-10	-10
28	1	-4	2.0	-10	4
29	-12	-6	.	-10	-8
30	-1	-2	0.4	2	5
31	-5	-8	1.3	0	9
32	2	-122	-1.4	-8	12
33	-4	.	0.4	28	4
34	14	7	1.0	-4	13
35	3	0	0.4	0	3
36	-3	-8	.	-9	6

(further entries)
item	mol	Yp Topo-I inh	VHR inh abs	BH1578 lux ind	SARS 3CLpro inh	PfHsp40 rescue
37	CS(=O)(=O)c1ccc(Cl)c(NC(=O)CN2CCN(C(=O)c3cccs3)CC2)c1	13	.	i	.	1.9
38	O=C(C[C@@H]1C/C=C\C[C@@H](Cc2ccc(F)cc2)C(=O)OC[C@@H](Cc2ccccc2)NC1=O)N[C@H](CO)Cc1ccccc1	28	.	-0.6	.	2.4
39	CC(C)=CC(=O)NCc1c(Cl)cccc1-n1cccc1	-4	22	i	-4	-1.5
40	COc1ccc2cc3c(N)nn(C(=O)C4CCC(C(C)(C)C)CC4)c3nc2c1 (centres undefined)	4	8	.	5	0.8
41	CC(C)(C)N(NC(=O)c1ccccc1)C(=O)c1ccc(C(=O)N(NC(=O)c2ccccc2)C(C)(C)C)cc1	-2	-4	-0.4	-3	0.2
42	CCOc1ccccc1NC(=O)C(OC(=O)c1cnc(C)cn1)c1ccccc1 (centres undefined)	15	.	5.3	.	.
43	COc1ccccc1CN1CC(C(=O)NCCSc2nnnn2C)CCC1=O (centres undefined)	3	20	-2.3	0	-0.5
44	O=S(=O)(Nc1ccc(-c2nc3cccnc3s2)cc1)c1ccccc1F	-8	5	-0.6	2	-0.5

item	Anthrax LF inh2	Rv3671c inh	TcdB inh	PriA SSB inh	MazEF act
37	-2	5	0.4	-9	3
38	-5	-9	1.3	-4	-21
39	-1	5	.	-3	6
40	3	-4	1.4	-3	-40
41	-2	2	.	-15	-5
42	2	.	1.2	.	6
43	4	-1	1.3	-7	-3
44	2	-9	1.2	-1	2
